# Pol kappa inh = blocks human DNA polymerase kappa activity; Q9UBT6; purified Pol kappa, fluorescent DNA synthesis assay, 10 min; Potency, µM (series often up to 107 µM), for inactives: at the top dose activity, negative = inhibition, actives largely listed as inhibitors; 0.53% of 400,000 active; AID 588579; further: potency means the concentration at half of the fitted maximal effect; on the % scale 0 is the no-effect control and ±100 the full control effect
#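 Kinetic fluorescence readout at 0 and 10 min followed reaction start with substrate at 50 nM final. Beforehand, enzyme (10 nM Pol kappa) stood 15 min with compound at room temperature; buffer-only wells were negative controls.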
# ALOX12 inh = ALOX12 (human) lipoxygenase inhibition; purified 12hLO, xylenol orange hydroperoxide absorbance; 1.1% of 580,000 active; Potency, µM (top dose mostly 108 µM), for inactives: top-dose activity change, negative = inhibition, usual class: inhibitors; further: potency means the concentration at half of the fitted maximal effect; on the % scale 0 is the no-effect control and ±100 the full control effect
#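 Purified human 12hLO (150 nM final) in 25 mM Hepes, 0.01% Triton X-100, pH 7.0 was preincubated 15 min at room temperature with compound. Then 40 uM arachidonic acid was added, 30 min. Hydroperoxide was read by Fe-XO absorbance ratio 573/405 nm.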
# Pol beta inh = blocks human DNA polymerase beta activity. Potency, µM (highest dose often 114 µM), without a hit: at the top dose activity change, negative = inhibition, usual class: inhibitors. Pol beta primer extension/strand displacement, fluorescence kinetic. P06746. 1.3% of 340,000 active; further: potency means the concentration at half of the fitted maximal effect; on the % scale 0 is the no-effect control and ±100 the full control effect
#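 Pol beta (10 nM) and compounds were preincubated 15 min at room temperature, then 50 nM substrate (final) started primer extension/strand displacement. Reads were taken at 0 and 10 min; concentration-response data were fitted to a four-parameter Hill equation.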
# Anesthetic bind = binds horse apoferritin like a general anesthetic | AID 485281 | apoferritin/1-aminoanthracene competitive binding, fluorescence | Potency, µM (top dose mostly 77.5 µM), without a hit: top-dose activity change, negative = displacement, hits mostly inhibitors | 0.074% of 350,000 active | P02791; further: potency means the concentration at half of the fitted maximal effect; on the % scale 0 is the no-effect control and ±100 the full control effect; nearly all actives have a fitted effect of over 20% in size
# Target sequence (P02791 2-175 limits assumed): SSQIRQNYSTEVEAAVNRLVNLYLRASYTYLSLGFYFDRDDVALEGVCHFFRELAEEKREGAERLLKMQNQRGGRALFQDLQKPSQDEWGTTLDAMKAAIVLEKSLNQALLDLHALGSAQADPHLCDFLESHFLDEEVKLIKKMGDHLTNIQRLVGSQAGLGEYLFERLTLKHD
#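 Apoferritin-based anesthetic binding model; compound displacement of fluorescent 1-AMA measured as endpoint fluorescence after 10 minutes at room temperature, scaled to free-ligand and complex controls.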
# TRHR ag = agonists of human TRH receptor | P34981 | TRHR cells, calcium flux fluo-8, FDSS agonist mode | activation, % at 2 µM | 0.18% of 360,000 active | AID 493084; in the data active means activation above about 30%; further: 0% is about no effect
# Target sequence (P34981 whole entry, looked up): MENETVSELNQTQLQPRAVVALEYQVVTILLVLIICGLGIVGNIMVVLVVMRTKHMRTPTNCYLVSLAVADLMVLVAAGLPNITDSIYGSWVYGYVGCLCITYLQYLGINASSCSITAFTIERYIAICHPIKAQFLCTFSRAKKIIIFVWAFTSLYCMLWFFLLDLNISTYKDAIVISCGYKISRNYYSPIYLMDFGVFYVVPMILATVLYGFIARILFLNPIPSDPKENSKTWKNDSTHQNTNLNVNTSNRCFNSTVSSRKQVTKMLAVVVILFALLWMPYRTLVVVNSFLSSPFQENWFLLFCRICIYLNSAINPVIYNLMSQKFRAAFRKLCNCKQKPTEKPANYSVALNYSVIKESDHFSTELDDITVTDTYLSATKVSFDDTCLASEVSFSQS
#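 Steps: seed TRHR cells overnight; add fluo-8 no-wash Ca dye, RT 30 min–1.5 h; record 10 s baseline; pin-transfer compounds; monitor fluorescence 1 cycle/s for the agonist window. Calcium increases flag candidate agonists.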
# BLM helicase inh = Bloom syndrome helicase (human) inhibition; P54132; recombinant BLM DNA unwinding, fluorescence dequenching; Potency, µM (top dose mostly 56.1 µM), inactives show at the highest dose activity change, negative = inhibition, hits mostly inhibitors; 0.2% of 350,000 active; AID 2528;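 further: potency means the concentration at half of the fitted maximal effect; plate controls were vehicle for no effect and no enzyme for full effect; nearly all actives have a fitted effect of over 35% in size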
# ERG-DNA inh = inhibitors of human ERG Ets domain-DNA interaction; P11308; fluorescence polarization, His-ERG Ets domain / labelled DNA; Potency, µM (titrated, usually from 76.9 µM), inactives show at the top dose FP activity, negative = inhibition, most hits filed as inhibitors; 0.028% of 370,000 active; active means well fitted inhibition curve with a large enough effect in the polarisation, with a control signal flat; inconclusive means small, poorly fitted or top-dose-only effect, or effect the other way, or a change in a side signal; inactive means no such curve, though single readings can be large or run the other way; the % refers to the polarisation;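 further: polarization taken with two DNA probes labelled with fluorescein and Texas red; potency means the concentration at half of the fitted maximal effect; % of control where 0% means no effect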
# Target sequence (P11308 whole entry, looked up, the tested form may be a part): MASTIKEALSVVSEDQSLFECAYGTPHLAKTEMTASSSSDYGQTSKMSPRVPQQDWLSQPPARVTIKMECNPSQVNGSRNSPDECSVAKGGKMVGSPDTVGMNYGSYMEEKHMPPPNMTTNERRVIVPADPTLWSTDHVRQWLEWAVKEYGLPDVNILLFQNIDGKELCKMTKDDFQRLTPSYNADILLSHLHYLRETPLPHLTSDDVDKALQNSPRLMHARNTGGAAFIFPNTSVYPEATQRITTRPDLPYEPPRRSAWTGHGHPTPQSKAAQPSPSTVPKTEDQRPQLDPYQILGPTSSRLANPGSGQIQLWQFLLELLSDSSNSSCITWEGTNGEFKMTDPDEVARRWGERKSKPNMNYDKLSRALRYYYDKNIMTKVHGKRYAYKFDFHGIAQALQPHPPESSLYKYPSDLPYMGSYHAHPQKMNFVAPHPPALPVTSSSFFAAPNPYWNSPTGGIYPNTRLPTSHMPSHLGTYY
#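 His-tagged ERG Ets domain (1 uM in the protein solution; 300mM KCl, 50mM Tris-HCl, 1mM EDTA, 1mM DTT, pH 7.5) received compound, then a probe mix of 5 nM fluorescein-DNA and 100nM Texas-615-DNA. Fluorescence polarization was read for both dyes.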
# APEX1 inh = inhibitors of human APE1 endonuclease; P27695; Potency, µM (top dose mostly 65.8 µM), inactives show at the highest dose activity change, negative = inhibition, actives largely listed as inhibitors; AID 2517; recombinant APE1, TAMRA/BHQ-2 abasic DNA cleavage fluorescence; 0.35% of 350,000 active;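 further: potency means the concentration at half of the fitted maximal effect; plate controls were vehicle for no effect and reference inhibitor for full effect; nearly all actives have a fitted effect of over 55% in size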
#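 Incision of a quenched TAMRA/BHQ-2 THF abasic-site duplex (50 nM) by 0.75 nM APE1, after 15 min compound preincubation, measured as fluorescence increase over three 60 s reads. Values normalized to buffer, DMSO and NSC13755 control wells.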
# Pol iota inh = DNA polymerase iota (human) inhibition; Q9UNA4; Potency, µM (doses to about 115 µM), without a hit: at the top dose activity, negative = inhibition, hits mostly inhibitors; 1% of 390,000 active; Pol iota fluorescent replication assay, 10 min; AID 588590; further: potency means the concentration at half of the fitted maximal effect
#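 Fluorescent replication assay read twice, at 0 min and 10 min after adding 50 nM (final) substrate. Enzyme (10 nM) and compounds were first incubated 15 min at room temperature; enzyme-free buffer wells were negative controls.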
# An asterisk follows results filed as active; i = inactive; ? = inconclusive; / = no result given; [ ] = dose if it differs, or a comment. Unless noted, the call rests on the fitted dose curve; in most records, active means well fitted curve in the direction sought with a large enough effect; inconclusive means small, poorly fitted or top-dose-only effect, or another doubt; inactive means no such curve, though single readings can be large; an effect the other way counts as inactive or inconclusive. A portion of the library, so the mix of outcomes need not match the whole.
[1] Cc1ccc2nc(N3CCN(C(=O)CCCC(=O)O)CC3)nc(-c3ccccc3)c2c1
[2] CN(C)c1cccc(C(=O)N/N=C/c2ccsc2)c1
[3] COc1ccc(C(=O)COC(=O)C2COc3ccccc3O2)cc1F (stereo not drawn)
[4] O=C(NC1CCCC1)C1CCCN1S(=O)(=O)c1cccc2cccnc12 (stereo not drawn)
[5] CN(C)c1ccc2nc3c(=O)[nH]c(=O)nc-3n(CC(O)C(O)C(O)CO)c2c1 (stereo not drawn)
[6] CN(C)S(=O)(=O)N1CCC(CO)(CCc2ccccc2)CC1
[7] Nc1c(C(=O)OCC2CCCO2)c2nc3ccccc3nc2n1C1CCCCC1 (stereo not drawn)
[8] CCOc1ccc(-c2nonc2NC(=O)c2oc3cc(C)ccc3c2C)cc1OCC
Screen / compound no.	1	2	3	4	5	6	7	8
Pol kappa inh	-17%	-6%	-7%	-1%	?	5%	-15%	-23%
ALOX12 inh	?	6%	25%	-3%	0%	-8%	10%	-9%
Pol beta inh	31%	-9%	/	17%	25µM*	4%	38%	-2%
Anesthetic bind	82%[activator]	-15%	/	-9%	3%	-7%	6%	4%
TRHR ag	-1.2	-0.7	/	0.0	12	0.4	-0.2	-0.9
BLM helicase inh	0%	3%	/	-1%	3%	2%	-5%	0%
ERG-DNA inh	4%	12%	0%	1%	4%	-1%	1%	3%
APEX1 inh	16%	6%	-2%	3%	?	6%	-10%	/
Pol iota inh	18%	123%[activator]	-11%	-23%	28µM*	23%	116%[activator]	7%

# One compound at a time, as listed above.
# CN(C)S(=O)(=O)N1CCC(CO)(CCc2ccccc2)CC1 across the screens: Pol kappa inh: 5%; ALOX12 inh: -8%; Pol beta inh: 4%; Anesthetic bind: -7%; TRHR ag: 0.4; BLM helicase inh: 2%; ERG-DNA inh: -1%; APEX1 inh: 6%; Pol iota inh: 23%
# O=C(NC1CCCC1)C1CCCN1S(=O)(=O)c1cccc2cccnc12 (stereo not drawn) across the screens: Pol kappa inh: -1%; ALOX12 inh: -3%; Pol beta inh: 17%; Anesthetic bind: -9%; TRHR ag: 0.0; BLM helicase inh: -1%; ERG-DNA inh: 1%; APEX1 inh: 3%; Pol iota inh: -23%

# Later entries:
[9] CC(CSc1nnnn1-c1ccccc1)Cn1c(N2CCCC2)nc2c1c(=O)[nH]c(=O)n2C (stereo not drawn)
[10] CC(=O)N(Cc1ccccc1)c1ncc2c(n1)c(=O)c(C#N)c1ccccn12
[11] CSC1=NCCN1S(=O)(=O)c1ccccc1
[12] CC(C)NC(=O)c1ccc(N(Cc2ccc(Cl)cc2)S(C)(=O)=O)cc1
[13] CC(=O)N1CCc2c(sc3c2c(=O)n(-c2cccc(Cl)c2C)c(=O)n3Cc2ccccc2C)C1
[14] COc1ccc(S(=O)(=O)N(C)C[C@H]2Oc3c(NC(=O)Nc4ccccc4)cccc3C(=O)N([C@H](C)CO)C[C@@H]2C)cc1
[15] Cc1ccc(/C=N/NC(=O)c2ccccn2)s1
[16] O=C(Nc1cc(Cl)ccc1N1CCOCC1)c1cnccn1
Screen / compound no.	9	10	11	12	13	14	15	16
Pol kappa inh	-5%	-11%[60.1 µM]	4%	-7%	4%	1%	-2%	-1%
ALOX12 inh	2%	-15%	0%	20%	-5%	-4%	23%	?
Pol beta inh	9%	37%	-9%	6%	1%	/	6%	-1%
Anesthetic bind	-3%	373%[activator]	-2%	-4%	-9%	/	2%	1%
TRHR ag	-2.2	0.3	-0.2	1.2	0.6	/	-1.9	-0.3
BLM helicase inh	-1%	-3%	-11%	-7%	-6%	/	-2%	6%
ERG-DNA inh	/	/	-3%	-8%	-8%	-9%	-3%	-2%
APEX1 inh	-1%	-5%	2%	7%	/	/	-1%	2%
Pol iota inh	-16%	-13%	-1%	173%[activator]	18%	-4%	4%	2%

[17] CC(CC(=O)N(CCC1=CCCCC1)c1c(N)n(Cc2ccccc2)c(=O)[nH]c1=O)c1ccccc1 (stereo not drawn)
[18] CC(=O)Nc1ccc(S(=O)(=O)Oc2ccc(/C=N/NC(=O)c3ccc(Cl)cc3)cc2)cc1
[19] CC(C)(C)NC(=O)CN(C(=O)C1CSC(=O)C1)c1ccc2c(c1)OCCO2 (stereo not drawn)
[20] CCN(CC)CCSc1nc2ccccc2n1Cc1ccccc1
[21] O=C(O)C1CSC(c2ccc3c(c2)OCO3)N1 (stereo not drawn)
[22] Cc1ccc(-c2cn(-c3ccccc3)c(SCC(N)=O)n2)cc1C
[23] CC(SC(C)C(=O)NN=Cc1cccc(F)c1)C(=O)NN=Cc1cccc(F)c1 (stereo not drawn)
[24] Cn1c(SCC(=O)Nc2cc(C(C)(C)C)nn2-c2ccccc2)nc2ccccc21
Screen / compound no.	17	18	19	20	21	22	23	24
Pol kappa inh	-3%	-10%	1%	8%	-4%	-13%	2%	-13%
ALOX12 inh	-26%	-2%	-7%	?	?	-6%	-2%	-7%
Pol beta inh	/	-16%	3%	13%	?	8%	/	-20%
Anesthetic bind	/	-23%	-2%	-9%	0%	-15%	/	-7%
TRHR ag	0.3	0.8	-0.1	0.3	0.3	-0.4	/	0.0
BLM helicase inh	/	-1%	-1%	2%	1%	-1%	/	-4%
ERG-DNA inh	-4%	0%	-13%	1%	-6%	-8%	-5%	-2%
APEX1 inh	2%	-12%	8%	53%[activator]	5%	4%	/	-5%
Pol iota inh	-7%	-2%	-6%	9%	?	19%	27%	5%

[25] S=c1[nH]nc(-c2ccc(Cl)cc2)n1Cc1ccccc1
[26] CC(Oc1cc2oc(=O)c3c(c2cc1Cl)CCC3)C(=O)NCc1ccccn1 (stereo not drawn)
[27] O=C(NCC1(c2ccccc2)CCCC1)C1(c2ccccc2)CCCC1
[28] C=CC[C@H]1Cc2c(cccc2[N+](=O)[O-])[C@H](CC=C)N1
[29] Cn1[nH]c(=O)c2ccccc2c1=O
[30] CCC(C)Cn1c(O)cc2nn(-c3nc4ccccc4s3)c(=O)c-2c1C (stereo not drawn)
[31] O=C(Cc1cccs1)N/N=C\c1ccc([N+](=O)[O-])s1
[32] COc1ccc(OCC(=O)Nc2ccccc2C(=O)N2CCCC2)cc1
Screen / compound no.	25	26	27	28	29	30	31	32
Pol kappa inh	0%	4%	-6%	-3%	2%[60.1 µM]	25µM*	-39%	3%
ALOX12 inh	?	-1%	-1%	?	3%	32µM*	-4%	0%[57.4 µM]
Pol beta inh	3%	-2%	-5%	3%	-14%	?	7%	2%
Anesthetic bind	-8%	-14%	-2%	?	38%[activator]	5%	-23%	-7%
TRHR ag	-0.6	-1.0	0.6	0.4	1.7	1.3	1.8	-0.1
BLM helicase inh	0%	3%	-3%	3%	4%	-29%	-7%	1%
ERG-DNA inh	-3%	-6%	-3%	4%	/	17%	16%	13%
APEX1 inh	3%	35%	10%	4%	12%	?	-4%	-3%
Pol iota inh	16%	2%	4%	21%	-10%	13µM*	-28%	4%

# 3 entries from above, arranged by molar mass, low to high:
[25] S=c1[nH]nc(-c2ccc(Cl)cc2)n1Cc1ccccc1
[30] CCC(C)Cn1c(O)cc2nn(-c3nc4ccccc4s3)c(=O)c-2c1C (stereo not drawn)
[26] CC(Oc1cc2oc(=O)c3c(c2cc1Cl)CCC3)C(=O)NCc1ccccn1 (stereo not drawn)
Screen / compound no.	25	30	26
Pol kappa inh	0%	25µM*	4%
ALOX12 inh	?	32µM*	-1%
Pol beta inh	3%	?	-2%
Anesthetic bind	-8%	5%	-14%
TRHR ag	-0.6	1.3	-1.0
BLM helicase inh	0%	-29%	3%
ERG-DNA inh	-3%	17%	-6%
APEX1 inh	3%	?	35%
Pol iota inh	16%	13µM*	2%

# Remaining list, next part
[33] C=CCOC(=O)Nc1snnc1C
[34] CC1CCCN(C(=O)c2ccc(NC(=O)CC3SC(N4CCCC4)=NC3=O)cc2)C1 (stereo not drawn)
[35] CCCCNc1c(-c2ccc(SC3CCCCC3)cc2)nc2cnccn12
[36] C[C@H](C(=O)NCc1ccccc1)C(=O)c1ccccc1
[37] O=C1CC(c2ccccc2)N1c1ccccc1 (stereo not drawn)
[38] CCOc1ccc(C(=O)NCC(c2cccs2)N2CCOCC2)cc1 (stereo not drawn)
[39] CC(=O)N1CCN(S(=O)(=O)c2ccc3c(c2)OCCO3)CC1
[40] Cc1sc2ncn(CC(=O)N3CCN(c4ccccc4F)CC3)c(=O)c2c1S(=O)(=O)N1CCN(c2ncccn2)CC1
[41] Cn1c(=O)c(=O)n(C)c2cc(S(=O)(=O)NCCOc3ccccc3Cl)ccc21
[42] CC1CCN(S(=O)(=O)c2ccc3c(c2)N(CC(=O)N2CCN(c4ccccc4)CC2)C(=O)CO3)CC1
Screen / compound no.	33	34	35	36	37	38	39	40	41	42
Pol kappa inh	-8%	-2%	-11%	-8%	-9%	-3%	-4%	-8%	-12%	-18%
ALOX12 inh	15%	-12%	?	i	37%[activator]	12%	179%[activator]	-17%	-16%	-22%
Pol beta inh	33%	/	/	19%	12%	/	/	?	17%	3%
Anesthetic bind	-5%	/	/	-3%	-11%	/	/	-1%	-14%	0%
TRHR ag	0.2	0.7	/	-0.2	/	/	2.1	-0.9	0.0	0.5
BLM helicase inh	0%	/	/	-2%	3%	/	/	-5%	0%	-3%
ERG-DNA inh	-4%	15%	6%	7%	-1%	-4%	4%	0%	-1%	-2%
APEX1 inh	15%	30%	-9%	-5%	-6%	41%	17%	/	0%	/
Pol iota inh	-2%	-4%	?	-4%	0%	10%	12%	22%	36%[activator]	19%

# Source: PubChem
